Screens deposited in PubChem by Southern Research Specialized Biocontainment Screening Center.
Salmonella PhoP GFP = Inhibition of PhoP regulon, Salmonella typhi GFP reporter cells, confirmation, 4 h (AID 1850). Salmonella Typhi PhoP-promoter GFP reporter, fluorescence, 4 h; higher % means a stronger effect. inhibition, % at 50 µM; hits with a dose series show IC50 in µM. 310,000 compounds, 0.33% hits; in the data active = a potency from the dose series; inconclusive = inhibition mostly from about 25% at the one dose, without a potency; inactive = the rest, 99 in 100 with inhibition below about 19%;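 note: 0% = induced wells with vehicle and 100% = uninduced wells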
H1N1 NS1A inhibition = NS1A inhibition, H1N1 influenza, cell based functional assay (AID 504329). 340,000 compounds, 0.3% hits. one-dose inhibition, % at 12.5 µM; IC50 in µM for titrated hits. NS1A functional cell-based assay, percent inhibition; higher % means a stronger effect; in the data active = a potency from the dose series; inconclusive = inhibition above about 27% without an active follow-up result; note: strong numbers were not always called active
M. tuberculosis HTS = M. tuberculosis growth inhibition, HTS (AID 449762). inhibition, % at 25 µM, or IC50 in µM where a hit was titrated. M. tuberculosis H37Rv growth inhibition, 7H9 media; higher % means a stronger effect. 330,000 compounds, 0.59% hits; in the data active = a potency from the dose series; inconclusive = inhibition above about 70% without an active follow-up result;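 note: bacterial growth assessed after seven days of incubation; strong numbers were not always called active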
VEEV TC-83 Vero = inhibitors of VEEV TC-83 cytopathic effect, confirmation, Vero cells (AID 588727); Vero cells, VEEV TC-83 cytopathic effect inhibition; higher % means a stronger effect; one-dose inhibition, % at 20 µM; IC50 in µM for titrated hits; 350,000 compounds, 0.13% hits; in the data active = a potency from the dose series; inconclusive = inhibition mostly from about 14% at the one dose, without a potency; inactive = the rest, 99 in 100 with inhibition below about 12%; note: strong numbers were not always called active
M. tuberculosis = growth inhibition of non-replicating M. tuberculosis (AID 488890); Mycobacterium tuberculosis non-replicating, growth inhibition; higher % means a stronger effect; inhibition, % at 25 µM; hits with a dose series show IC50 in µM; 320,000 compounds, 0.39% hits; in the data active = a potency from the dose series; inconclusive = inhibition mostly from about 82% at the one dose, without a potency; inactive = the rest, 99 in 100 with inhibition below about 76%;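 note: plate controls were DMSO cells for no effect and high antibiotic wells for full effect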
VEEV TC-83 Vero 10K pilot screen = recorded beside VEEV TC-83 Vero, whose call it bears; inhibition, %; measured here: 10K pilot screen inhibition
An asterisk follows results filed as active; i = inactive; ? = inconclusive; . = no result given. Not a hit list; 1.6% or so of the library scored in one or more.

SMILES	Salmonella PhoP GFP	H1N1 NS1A inhibition	M. tuberculosis HTS	VEEV TC-83 Vero	M. tuberculosis	others
C=CCNc1nnc(C)c2ccccc12	-6.4%	3.1%	2.9%	5.7%	0.8%
CCOc1ccccc1OCC(=O)NCc1ccco1	-2.4%	-18.2%	-10.7%	1.4%	-1.6%
N#CCC(=O)Nc1ccc(C(=O)NCC2(N3CCOCC3)CCCCC2)cc1	.	-1.9%	-3.2%	i	23.6%
COc1ccc2c(c1)C(=O)Cc1ccccc1O2	0.4%	10.2%	12.7%	4.8%	17.5%
CCCCC1(C)NC(=O)c2c(C)sc(C(=O)OCC)c2N1 (stereo unspecified)	7.0%	-3.0%	3.6%	3.2%	11.7%
CC(=O)Nc1c(C(N)=O)oc2ccc(Cl)cc12	3.7%	12.3%	-0.9%	0.5%	-11.3%
CC(CCc1ccccc1)NC(=O)CN1CCN(Cc2ccccc2)C1=O (stereo unspecified)	-1.1%	-0.5%	4.3%	i	2.1%
CCOC(=O)c1sc2nc(N3CCOCC3)c3c(c2c1N)CCN(Cc1ccccc1)C3	-0.3%	6.3%	-2.2%	1.1%	16.3%
COc1ccc(C(=O)NNC(=O)CSc2nnc(-c3cccnc3)o2)cc1	-3.0%	-6.9%	-4.1%	i	71.6%
COC(=O)c1cccc(NC(=S)N2CCN(C)CC2)c1	0.1%	-7.6%	-2.0%	0.2%	69.4%

Among those listed so far, 2 have a thiophene ring, fused or not:
SMILES	Salmonella PhoP GFP	H1N1 NS1A inhibition	M. tuberculosis HTS	VEEV TC-83 Vero	M. tuberculosis	others
CCCCC1(C)NC(=O)c2c(C)sc(C(=O)OCC)c2N1 (stereo unspecified)	7.0%	-3.0%	3.6%	3.2%	11.7%
CCOC(=O)c1sc2nc(N3CCOCC3)c3c(c2c1N)CCN(Cc1ccccc1)C3	-0.3%	6.3%	-2.2%	1.1%	16.3%

Additional compounds:
SMILES	Salmonella PhoP GFP	H1N1 NS1A inhibition	M. tuberculosis HTS	VEEV TC-83 Vero	M. tuberculosis	others
CCCCCCSc1ccc([C@H]2N[C@@](CC(C)C)(C(=O)OC)[C@H]3C(=O)N(C)C(=O)[C@@H]23)cc1OC	-1.0%	6.8%	-4.5%	0.8%	8.4%
Cc1ccc(O)c(C2=NNC(c3ccc(Cl)cc3)C2)c1 (stereo unspecified)	5.9%	-10.1%	-2.0%	8.8%	?
CC(=O)c1ccc(NC(=O)/C(=C\c2ccccc2)NC(=O)c2ccco2)cc1	2.9%	.	0.4%	1.0%	-5.7%
O=C(Nc1ccc(OC(F)(F)F)cc1)c1ccc2c(c1)no[n+]2[O-]	12.8%	2.7%	<0.2µM*	?	?
COc1ccc(/C=C(/NC(=O)c2cccc([N+](=O)[O-])c2)C(=O)O)cc1	-1.2%	0.0%	1.6%	1.0%	6.4%
Cc1cc(Cl)c(OCCCN2CCCCC2)c(Br)c1	6.5%	-4.1%	-0.7%	i	18.1%
CCN(CC)CCN1C(=O)C(O)=C(C(=O)c2sc(C)nc2C)C1c1cccnc1 (stereo unspecified)	6.1%	0.1%	-6.8%	0.3%	21.0%
CC(C)NC(=O)c1cccc(Cn2cc(Cl)cn2)c1	-11.1%	0.9%	0.8%	i	-10.7%
O=C(c1cccc(Br)c1)N1CCN(C2=NS(=O)(=O)c3ccccc32)CC1	8.3%	-21.0%	-5.5%	6.5%	-7.0%
CCC(Cc1ccccc1)n1c(=S)[nH]c2ccccc2c1=O (stereo unspecified)	8.2%	3.6%	4.1%	4.7%	1.0%

Some of these compounds in order of formula weight, smallest number first.
SMILES	Salmonella PhoP GFP	H1N1 NS1A inhibition	M. tuberculosis HTS	VEEV TC-83 Vero	M. tuberculosis	others
CC(=O)Nc1c(C(N)=O)oc2ccc(Cl)cc12	3.7%	12.3%	-0.9%	0.5%	-11.3%
CC(C)NC(=O)c1cccc(Cn2cc(Cl)cn2)c1	-11.1%	0.9%	0.8%	i	-10.7%
Cc1ccc(O)c(C2=NNC(c3ccc(Cl)cc3)C2)c1 (stereo unspecified)	5.9%	-10.1%	-2.0%	8.8%	?
COC(=O)c1cccc(NC(=S)N2CCN(C)CC2)c1	0.1%	-7.6%	-2.0%	0.2%	69.4%
CCC(Cc1ccccc1)n1c(=S)[nH]c2ccccc2c1=O (stereo unspecified)	8.2%	3.6%	4.1%	4.7%	1.0%
COc1ccc(/C=C(/NC(=O)c2cccc([N+](=O)[O-])c2)C(=O)O)cc1	-1.2%	0.0%	1.6%	1.0%	6.4%
Cc1cc(Cl)c(OCCCN2CCCCC2)c(Br)c1	6.5%	-4.1%	-0.7%	i	18.1%
COc1ccc(C(=O)NNC(=O)CSc2nnc(-c3cccnc3)o2)cc1	-3.0%	-6.9%	-4.1%	i	71.6%
CCN(CC)CCN1C(=O)C(O)=C(C(=O)c2sc(C)nc2C)C1c1cccnc1 (stereo unspecified)	6.1%	0.1%	-6.8%	0.3%	21.0%
O=C(c1cccc(Br)c1)N1CCN(C2=NS(=O)(=O)c3ccccc32)CC1	8.3%	-21.0%	-5.5%	6.5%	-7.0%
CCOC(=O)c1sc2nc(N3CCOCC3)c3c(c2c1N)CCN(Cc1ccccc1)C3	-0.3%	6.3%	-2.2%	1.1%	16.3%
CCCCCCSc1ccc([C@H]2N[C@@](CC(C)C)(C(=O)OC)[C@H]3C(=O)N(C)C(=O)[C@@H]23)cc1OC	-1.0%	6.8%	-4.5%	0.8%	8.4%

Carrying on:
SMILES	Salmonella PhoP GFP	H1N1 NS1A inhibition	M. tuberculosis HTS	VEEV TC-83 Vero	M. tuberculosis	others
Cc1ccc(O)c(-c2cc(C(=O)NCc3ccc4c(c3)OCO4)[nH]n2)c1	2.3%	-2.8%	2.1%	1.2%	-4.5%
CCN(C(=O)COC(=O)c1cc(-c2ccccc2)nc2c1c(C)nn2-c1ccccc1)C1CCS(=O)(=O)C1 (stereo unspecified)	-9.3%	-6.0%	0.5%	9.2%	-14.5%
O=C(COC(=O)Cn1cnc2ccccc2c1=O)Nc1ccccc1OC(F)F	.	-3.5%	-2.6%	0.7%	0.2%
CN(NC(=O)COc1ccccc1)c1ccccc1	2.8%	-1.6%	-4.1%	1.0%	74.1%
Cc1onc(-c2ccccc2)c1C(=O)NC(C)c1ccccc1 (stereo unspecified)	-10.0%	-0.7%	-1.1%	0.8%	10.9%
Cn1ncc(Br)c1NC(=O)Nc1ccccc1	-0.9%	-1.8%	3.2%	0.6%	-5.5%
CN1CCN(C(=O)c2cccn(Cc3ccc(C(F)(F)F)cc3)c2=O)CC1	-5.8%	-12.6%	0.8%	i	-10.2%
COc1ccc(C(=O)CSc2nnc(CNC(=O)c3ccccc3)o2)cc1	-2.9%	-11.9%	7.7%	2.1%	47.3%
Cc1cccc2cc(/C=N/NC(=O)c3ccccc3O)c(Cl)nc12	10.7%	0.3%	-1.6%	0.2%	.
COc1ccc(CNC(=O)C(C)n2nc(C)c3c(C)n(-c4ccccc4)nc3c2=O)c(OC)c1 (stereo unspecified)	-23.8%	8.8%	2.7%	i	22.7%
COc1ccc(OC)c(-c2c3c([nH]c(=S)c2C#N)CCCC3)c1	-8.3%	-0.9%	-5.4%	3.2%	-11.9%
CCn1nc(NC(=O)c2ccncc2)c2cc3ccc(C)cc3nc21	-3.0%	-4.9%	4.0%	1.5%	-2.1%
Cn1nccc1CNC(=O)c1c(Cl)cnn1C	-5.6%	-4.0%	-4.2%	1.6%	2.0%
Cc1cc(NS(=O)(=O)c2ccc(NS(=O)(=O)c3cc(C)c(Cl)cc3Cl)cc2)no1	-5.7%	-7.8%	-12.1%	1.8%	33.3%
Oc1ccc(-c2cn3cc(C(F)(F)F)ccc3n2)cc1	1.5%	-4.5%	-4.1%	1.9%	-14.8%
CCN1CCN(C(=O)C2=CC(c3ccc(C)cc3)=NS(=O)(=O)N2C)CC1	-6.1%	4.0%	-3.5%	i	-10.9%	VEEV TC-83 Vero 10K pilot screen=0.6
